# D1 antagonist – antagonists of human D1 dopamine receptor. HEK293 TREx D1 cells, calcium flux, dopamine EC80; active compounds read low. activity change, negative = inhibition, % at 10 µM. 360,000 tested, 3.2% active. P21728; in the data active = activity change below about -30%; note: % is set by controls: 0 for no effect and ±100 for the full control effect
# Target sequence (P21728 whole entry, looked up): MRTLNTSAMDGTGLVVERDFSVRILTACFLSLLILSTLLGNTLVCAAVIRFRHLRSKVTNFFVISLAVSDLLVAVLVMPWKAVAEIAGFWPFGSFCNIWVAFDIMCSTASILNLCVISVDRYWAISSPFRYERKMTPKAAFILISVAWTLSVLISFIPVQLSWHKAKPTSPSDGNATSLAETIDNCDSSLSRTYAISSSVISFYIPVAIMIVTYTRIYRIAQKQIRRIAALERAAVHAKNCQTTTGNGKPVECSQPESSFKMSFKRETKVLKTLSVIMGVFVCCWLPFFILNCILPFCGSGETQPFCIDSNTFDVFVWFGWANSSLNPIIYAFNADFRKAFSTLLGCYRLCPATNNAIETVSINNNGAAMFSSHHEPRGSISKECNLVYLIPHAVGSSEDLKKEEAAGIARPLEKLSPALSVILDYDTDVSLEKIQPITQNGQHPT
#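 Calcium flux readout: force-coupled, inducible Hek293 Trex D1 line, cells induced overnight at 30 C with tetracycline, dye-loaded 30–90 min at RT. Antagonism scored against EC80 dopamine challenge given 180 s after compound.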
# TRHR agonist – agonists of human TRH receptor; P34981; TRHR cells, calcium flux fluo-8, FDSS agonist mode; activation, % at 2 µM; 360,000 tested, 0.18% active; AID 493084; note: 0% is about no effect
#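 Agonist-mode FDSS calcium read (Ex 480/Em 530, 1 s cycles) in 1536-well TRHR cells with fluo-8 dye, after 10-cycle baseline and 23 nL compound addition; TRH at EC20 (10 nM final) added afterwards for the enhancer phase.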
# D2 agonist – activates the human D2 dopamine receptor. HEK293 T-REx D2 cells, calcium flux agonist mode. activation, % at 2 µM. 340,000 tested, 0.53% active;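 active = activation over 3 SD above normal in the single-dose calcium agonist read, cut at about 30% in these data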; note: 0% is about no effect
# Target sequence (P14416 whole entry, looked up): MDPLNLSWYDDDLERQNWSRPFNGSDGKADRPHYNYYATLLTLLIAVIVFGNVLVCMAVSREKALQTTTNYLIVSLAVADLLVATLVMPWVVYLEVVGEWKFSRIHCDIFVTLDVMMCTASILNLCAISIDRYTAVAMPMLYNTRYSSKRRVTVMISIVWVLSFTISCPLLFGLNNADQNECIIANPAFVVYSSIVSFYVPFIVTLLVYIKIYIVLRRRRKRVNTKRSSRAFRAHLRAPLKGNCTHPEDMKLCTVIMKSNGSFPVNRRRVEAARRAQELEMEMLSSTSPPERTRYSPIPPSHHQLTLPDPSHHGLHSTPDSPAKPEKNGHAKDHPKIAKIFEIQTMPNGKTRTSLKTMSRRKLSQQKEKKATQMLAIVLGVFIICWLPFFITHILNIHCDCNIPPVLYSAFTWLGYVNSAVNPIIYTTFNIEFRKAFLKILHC
#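 Tetracycline-induced HEK293 Trex cells with D2 receptor force-coupled to calcium signaling, plated overnight at 30 C and loaded with no-wash calcium dye. Calcium flux read kinetically for 180 s after compound addition; responses flag agonists.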
# TRHR PAM – allosteric enhancers of human TRH receptor; P34981; TRHR cells, fluo-8 calcium fluorescence, EC20 TRH enhancement; enhancement, % at 2 µM; 360,000 tested, 0.66% active; AID 493056; in the data active = enhancement above about 30%; note: 0% is about no effect
#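 Enhancer read-out: after compound pinning and an initial kinetic agonist-mode read, an EC20 of TRH (10 nM final) was injected and fluo-8 calcium signal (Ex 480/Em 530) followed at 1 s/cycle for 100 cycles in TRHR-expressing cells.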
# D2 PAM – positively modulates the human D2 dopamine receptor allosterically; 340,000 tested, 0.34% active; AID 485347; HEK293 T-REx D2, calcium flux, EC20 dopamine potentiation; potentiation, % at 10 µM;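 active = potentiation over 3 SD above the plate norm, cut at about 30% in these data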; note: 0% is about no effect
#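 Potentiation of an EC20 dopamine calcium response is measured in a force-coupled, tetracycline-inducible Hek293 Trex D2 line. Compound-only kinetic reads over 180 s flag agonists before dopamine addition.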
# D1 potentiator – enhances dopamine response at the human D1 receptor. P21728. HEK293 TREx D1 cells, calcium flux, dopamine EC20 potentiation. potentiation, % at 10 µM. 360,000 tested, 0.036% active; in the data active = potentiation above about 30%; note: 0% is about no effect
# D1 ag – agonists of human D1 dopamine receptor; activation, % at 2 µM; 360,000 tested, 1% active; P21728; HEK293 T-REx D1 cells, calcium flux, agonist mode; note: 0% is about no effect
#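 Agonism was scored from calcium flux recorded over 180 s (1 read/s) after pintool compound addition, following a 10-cycle baseline. Cells were inducible force-coupled HEK293 TREx D1, plated overnight at 30 C and loaded with no-wash calcium dye.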
# D2 antag – antagonizes the human D2 dopamine receptor | P14416 | 340,000 tested, 2% active | inhibition, % at 10 µM | AID 485344 | HEK293 TREx D2 cells, calcium flux, dopamine EC80; in the data active = inhibition above about 30%; note: 0% is about no effect
#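 Overnight-induced (tetracycline, 30 C) HEK293 T-REx cells carrying force-coupled D2 receive a no-wash calcium dye, then compound, then EC80 dopamine at 180 s; signals are read kinetically throughout.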
# RXFP1 antag – blocks the human relaxin receptor RXFP1; Q9HBX9; HEK293-RXFP1, relaxin-stimulated cAMP HTRF, 30 min; active compounds read low; activity change, negative = inhibition, % at 57.5 µM; 350,000 tested, 0.59% active; AID 1259400;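 active = activity change of -60% or lower, but not beyond a set lower limit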; note: % is set by controls: 0 for no effect and ±100 for the full control effect
# Starred values were filed as active, the others as inactive; nt = no result given. Cut-off read from the data, not from the text of the source, unless noted: active = activation above about 30%; inactive = the rest.
SMILES	D1 antagonist	TRHR agonist	D2 agonist	TRHR PAM	D2 PAM	D1 potentiator	D1 ag	D2 antag	RXFP1 antag
CCCC(=O)NCCc1nc2cc([N+](=O)[O-])ccc2n1C	-5	-0.2	0.5	-2	8	-6	1	6	-6
Cc1cc(C)cc(N(C(=O)CNS(=O)(=O)c2ccccc2)C(C(=O)NCc2ccccc2)c2ccc(C)o2)c1 (stereo unspecified)	13	0.3	-0.1	-7	-9	-10	7	1	nt
CCCOC(=O)CSC1=C(C#N)C(c2ccccc2Cl)CC(=O)N1 (stereo unspecified)	3	-0.5	-2.0	-3	8	nt	7	25	nt
COc1ccc(-c2cc(C(=O)NC(Cc3cc4ccccc4[nH]3)C(=O)O)c(C)o2)cc1OC (stereo unspecified)	9	0.2	0.6	6	21	6	4	-9	-36
COCCNC(=O)c1cc(Br)ccc1Cl	-8	0.0	0.0	-4	7	-4	5	18	1
CC1C(=O)Nc2ccccc2N1C(=O)c1ccc(Cl)cc1 (stereo unspecified)	2	-0.7	0.1	17	8	-10	0	11	3
CN(C)CCN(C(=O)C1=COCCO1)c1nc2ccc(Cl)cc2s1	-46*	1.6	2.9	-9	-24	-4	18	-23	-2
CCc1nnc(NC(=O)CSc2nc3cccnc3n2C2CCCCC2)s1	1	-1.9	-0.1	3	7	7	0	17	-26
COc1cccc(OC)c1OCCNC(C)(C)C	-4	0.0	0.3	-2	-4	1	2	19	-7
CCn1c(SCC(=O)NC(C)(C)C)nnc1-c1ccncc1	49	-0.7	-1.4	-2	3	-7	4	-3	4
O=C(NC1CCC1)C1CCC(=O)N(Cc2ccccc2F)C1 (stereo unspecified)	-3	0.3	nt	5	nt	2	2	nt	-16
C[C@@H](NC(=O)c1nc[nH]c1C(=O)N[C@@H](CCCCNC(=O)OC(C)(C)C)C(=O)OC(C)(C)C)c1ccccc1	0	0.4	0.4	-12	-7	-4	7	12	nt
COc1cc(NC(=O)CSc2nnnn2Cc2ccc3c(c2)OCO3)cc(OC)c1	2	0.1	-0.6	2	-1	-1	4	-6	-1
CCOc1ccc(NC(=O)C2CCCN2S(=O)(=O)c2ccc3c(c2)C(C)(C)C(=O)N3C)cc1 (stereo unspecified)	0	-1.1	0.1	1	3	0	1	-10	nt
CC(C)CCn1c(=O)c2sccc2n2c(CCCC(=O)NCCc3ccccc3)nnc12	-8	-0.2	-0.1	-8	4	-4	0	nt	-2
CC(C)(C)NC(=O)COC(=O)c1c2c(nc3ccccc13)CCC2	1	-0.5	0.6	-5	-13	4	-1	-13	8
N#CCCN(Cc1cccnc1)S(=O)(=O)c1ccc2ccccc2c1	-37*	-0.5	0.0	2	2	0	0	7	3
COC(=O)c1ccc(NC(=O)CCc2c(C)nc3ncnn3c2C)cc1	9	-0.3	0.2	-4	3	1	2	4	-7
Cc1c(C(=O)NNS(=O)(=O)c2ccccc2Cl)sc(=S)n1C	1	-1.4	-1.0	12	-2	0	2	-12	10
Cc1c(C)c2c(OCC(=O)Nc3cccnc3)cc3c(c2oc1=O)CCC(C)(C)O3	1	0.4	-1.0	5	6	2	0	11	nt
COc1cccc(CNC(=O)c2ccc3c(c2)nc2n3CCCCC2)c1OC	8	-0.1	0.5	-4	nt	1	0	nt	-3
CC(C)(C)c1ccc(-c2nnc(SCC(=O)NC3CCS(=O)(=O)C3)n2N)cc1 (stereo unspecified)	-1	-0.3	-0.6	-11	0	-2	10	14	-19
CCc1ccc2ncc(S(=O)(=O)c3ccc(C)c(C)c3)c(N3CCCC3)c2c1	-7	-0.5	-0.3	-14	8	-2	4	-15	-16
Cc1cccc(-c2nc3scc(CCNS(=O)(=O)c4c(C)noc4C)n3n2)c1	nt	0.5	0.9	-2	-5	-1	2	nt	-8
O=C(CCNC(=O)C1CCN(S(=O)(=O)c2ccc(F)cc2)CC1)Nc1ccccc1	-1	-0.4	-0.1	4	1	2	2	17	13
O=C(N/N=C/c1ccccc1O)C1CC(=O)N(c2ccc(Cl)cc2)C1 (stereo unspecified)	-11	-2.2	0.1	5	-23	-2	3	35*	5
CCOC(=O)C1(CCc2ccccc2)CCN(Cc2cccc3nccnc23)CC1	-28	-2.3	-1.4	-8	-24	-8	4	65*	3
C/C(=N/OC(=O)c1cccc(C(F)(F)F)c1)c1cnccn1	nt	0.3	0.1	-2	-6	-5	-1	5	-1
CC1S/C(=N/N=C/c2cccs2)NC1=O (stereo unspecified)	4	-0.4	-0.8	-4	-1	1	1	-5	-1
O=C1NC(=O)c2cc(Oc3ccc([N+](=O)[O-])cc3)ccc21	-15	0.1	0.5	2	8	-2	1	-10	9
Cc1ccc(CNC(=O)CCC(=O)N2Cc3ccccc3Oc3ncccc32)cc1	-7	-1.9	0.1	-16	-5	1	7	nt	0
O=C(Nc1ccc(F)c(Cl)c1)C1CCCCC1	43	-0.6	0.0	6	4	-4	-1	0	nt
CC(NC(=O)CN(C)S(=O)(=O)c1ccc(F)cc1)C1CC2CCC1C2 (stereo unspecified)	-2	0.3	0.5	0	-11	0	3	3	8
O=C(NC1CCCC1)C(c1cccnc1)N(C(=O)c1csnn1)C1CC1 (stereo unspecified)	4	0.4	-0.9	-2	6	3	2	-18	4
CCN1CCN(CCCNC(=O)c2ccc3c(c2)N(Cc2ccc(C)cc2)CCS3)CC1	2	0.2	-0.2	2	-6	-2	7	-2	12
CCOC(=O)c1ccccc1NC(=O)CN1C(=O)CC(c2ccco2)Sc2ccccc21 (stereo unspecified)	0	0.1	0.3	-5	4	4	3	nt	nt
Cn1cc(/C=C2\SC(=S)N(NC(=O)c3cccc(Cl)c3)C2=O)c2ccccc21	3	11	7.3	-2	-8	-8	30	5	9
O=C(CSc1nc(-c2ccco2)cc(C(F)(F)F)n1)N1CCCc2ccccc21	11	0.5	-1.4	8	-3	2	-1	-3	-15
CC(C)Oc1ccc(C(=O)NC(=S)Nc2ccc(CN3CCOCC3)cc2)cc1	-6	0.7	-1.0	2	-6	-12	5	12	-13
COc1ccc2nc(C)cc(SCC(=O)N/N=C/c3ccc(O)c(O)c3)c2c1	-17	0.0	1.3	5	-8	-7	2	-5	-1
CCOC(=O)N1CC=C2C(C#N)=C(N)C(C#N)(C#N)[C@H](c3cccs3)[C@H]2C1	5	1.0	-1.2	-5	-12	3	4	-2	2
CC(C)NC(=O)c1sc2nc3c(c(-c4cccs4)c2c1N)CN(C)CC3	-23	-0.9	-1.3	11	-8	-3	2	8	-3
Cc1cc(C)c2nc(-c3ccccn3)cc(C(=O)Nc3cc(C)on3)c2c1	-1	-0.1	0.7	-5	2	-3	-2	3	-16
COc1ccc(-c2nc(CC(=O)O)cs2)cc1	2	1.7	0.1	-4	-5	10	2	2	5
CC(C)Oc1cccc(C(=O)NC(=S)Nc2ccc(N3CCN(C)CC3)cc2)c1	-30	-0.1	0.2	3	8	-10	27	3	-38
Cc1onc(-c2ccccc2Cl)c1C(=O)OCC(=O)c1ccccc1	-6	0.7	-2.3	1	8	0	8	-3	-2
Cc1cc(Br)ccc1NC(=O)CN(C)Cc1cccs1	-20	0.4	3.0	1	-10	nt	4	20	-17
O=C(O)C1Nc2c(C(=O)N3CCOCC3)cccc2C2C=CCC12 (stereo unspecified)	-8	0.7	nt	1	nt	5	0	nt	4
Cc1cccc(C)c1OCC(=O)Nc1ccccc1C(F)(F)F	-16	0.5	-1.2	2	3	0	5	-19	1
CCOC(=O)CNC(=O)C(NC(=O)C1CCC(C)CC1)C(C)CC (stereo unspecified)	-3	-1.0	-0.1	6	-5	-3	0	-16	2

# Another view of part of the listing above.
SMILES: O=C(N/N=C/c1ccccc1O)C1CC(=O)N(c2ccc(Cl)cc2)C1 (stereo unspecified)
  D1 antagonist = -11; TRHR agonist = -2.2; D2 agonist = 0.1; TRHR PAM = 5; D2 PAM = -23; D1 potentiator = -2; D1 ag = 3; D2 antag = 35*; RXFP1 antag = 5
SMILES: O=C(NC1CCC1)C1CCC(=O)N(Cc2ccccc2F)C1 (stereo unspecified)
  D1 antagonist = -3; TRHR agonist = 0.3; D2 agonist = nt; TRHR PAM = 5; D2 PAM = nt; D1 potentiator = 2; D1 ag = 2; D2 antag = nt; RXFP1 antag = -16
SMILES: COc1ccc(-c2nc(CC(=O)O)cs2)cc1
  D1 antagonist = 2; TRHR agonist = 1.7; D2 agonist = 0.1; TRHR PAM = -4; D2 PAM = -5; D1 potentiator = 10; D1 ag = 2; D2 antag = 2; RXFP1 antag = 5
SMILES: Cc1c(C)c2c(OCC(=O)Nc3cccnc3)cc3c(c2oc1=O)CCC(C)(C)O3
  D1 antagonist = 1; TRHR agonist = 0.4; D2 agonist = -1.0; TRHR PAM = 5; D2 PAM = 6; D1 potentiator = 2; D1 ag = 0; D2 antag = 11; RXFP1 antag = nt

# The list goes on.
SMILES	D1 antagonist	TRHR agonist	D2 agonist	TRHR PAM	D2 PAM	D1 potentiator	D1 ag	D2 antag	RXFP1 antag
Cc1ccccc1CC(=O)Nc1cccc(S(=O)(=O)N2CCCC2)c1	-1	0.1	1.2	0	0	1	4	11	-1
O=C(Nc1ccc(Br)cc1)c1ccc(F)c(S(=O)(=O)N2CCN(c3ccccn3)CC2)c1	0	2.4	1.4	5	1	-8	6	-1	-26
O=C(NCc1cccs1)c1cc2c(s1)CS(=O)(=O)C2	7	-0.5	-0.4	0	15	0	4	22	0
CN(C)c1ccc(N2C(=NC(=O)CC3CCCCC3)SC3CS(=O)(=O)CC32)cc1 (stereo unspecified)	15	0.0	-0.4	-3	5	-3	0	-20	-3
CN(Cc1ccccc1)C(=O)Cn1c(=O)oc2cc(S(=O)(=O)N3CCCC3)ccc21	0	0.2	-0.2	-3	0	4	3	9	nt
CCOc1ccccc1NC(=O)Cn1ncc2c([nH]c3ccccc32)c1=O	-30*	-1.0	-3.2	0	6	-4	3	nt	-7
Cc1ccc(NC(=O)NC(C)c2c(-n3cccc3)sc(C)c2C)c(C)c1 (stereo unspecified)	-16	-0.3	0.4	-6	-10	-5	-1	nt	-18
Cc1ccc(C(=O)C(C)OC(=O)c2cc(=O)[nH]c3ccccc23)cc1 (stereo unspecified)	-3	-0.9	0.1	-4	13	-2	6	-7	-17
CC1CCN(C(=O)C2CCCN2S(=O)(=O)c2ccc(Cl)cc2)CC1 (stereo unspecified)	-15	-0.8	-0.2	2	3	-2	4	-1	-2
O=C(CCS(=O)(=O)c1ccccc1)Nc1ccc2c(c1)OCO2	9	-1.5	-1.4	-4	4	0	0	5	14
CCc1noc(C)c1C(=O)N1CCCSC1=Nc1ccccc1OC	14	-0.7	-0.3	-9	-8	-3	0	8	2
O=C(CCc1ccccc1)Nc1nccs1	-11	0.2	-0.9	2	-5	19	0	-7	-3
COc1cc(C(=O)NCCC(=O)NC(C)C)cc(OC)c1OC	-19	0.1	2.8	3	9	0	4	1	-12
Cc1ccc(-n2nc3c(=O)n(CC(=O)NC4CCCCCC4)nc(C)c3c2C)cc1	20	-0.8	-0.5	1	5	1	1	6	-7
Cc1ccc(S(=O)(=O)Nc2ccccc2/C=N/c2nc3ccccc3n2C(C)C)cc1	8	-0.2	-0.6	2	-14	-7	1	-30	-64*
CCCCn1c(N)c(N(CCOC)C(=O)Cn2c(=O)oc3ccccc32)c(=O)[nH]c1=O	0	0.1	-0.5	-1	1	-4	0	-2	26
